Siah-1 displacement – blockers of Siah-1 interaction with plectin peptide – biochemical, fluorescence polarization, rhodamine-plectin, uHTS, primary screen (AID 1817) | displacement, % at 20 µM; hits with a dose series show IC50 in µM | Siah-1 / rhodamine-plectin peptide fluorescence polarization; higher % means a stronger effect | hit rate 0.02% among 290,000;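 active means displacement of at least 50% at 20 µM, with a fluorescence ratio check between 0.3 and a set limit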;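 further: plate controls were Siah plus tracer with DMSO for no effect and tracer alone without Siah for full effect; strong numbers were not always called active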
KOR beta-arrestin-1 – kappa opioid receptor activators – cell-based, luminescence, uHTS, primary screen (AID 1777) | KOR beta-arrestin recruitment, luminescence; higher % means a stronger effect | activation, % at 10 µM; hits with a dose series show EC50 in µM | hit rate 0.02% among 280,000; in the data active means activation above about 50%, passing the limit was not always enough; further: a part of the inactive calls stands beside numbers as strong as those of hits
Myeloid diff MLP – promotes myeloid progenitor differentiation. ER-HoxA9 myeloid progenitors, lysozyme-GFP differentiation, flow cytometry. calls only at 10 µM. hit rate 1% among 360,000;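 active means normalized GFP-positive differentiation at or above the plate's own cutoff, the solvent-only control mean plus 3 SD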;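 further: cells exposed to compound for four days before flow analysis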
Salmonella PhoP GFP – inhibitors of PhoP regulon expression, primary screen, Salmonella Typhimurium, GFP reporter (AID 1863); hit rate 0.16% among 300,000; S. Typhimurium PhoP-regulated promoter GFP reporter, 4 h; higher % means a stronger effect; inhibition, % at 50 µM, or IC50 in µM where a hit was titrated;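 active means inhibition over 29.93%, a cutoff 3 SD above the screen mean, later confirmed by dose response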;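 further: 0% = low Mg2+ inducing control and 100% = high Mg2+ repressing control; strong numbers were not always called active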
NOD2 inhibition – inhibition of NOD2-driven NF-kB reporter – cell-based, luminescence, uHTS, HEK293 (AID 1566); HEK293 NOD2/NF-kB luciferase reporter, luminescence; higher % means a stronger effect; inhibition, % at 4 µM; hits with a dose series show EC50 in µM; hit rate 0.63% among 290,000; further: many of its hits are not listed in these tables
LYP phosphatase – inhibitors of LYP phosphatase, biochemical, fluorescence intensity, uHTS (AID 1779); one-dose inhibition, % at 11.5 µM; IC50 in µM for titrated hits; recombinant LYP phosphatase, fluorescence intensity; higher % means a stronger effect; hit rate 0.054% among 290,000;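 further: plate controls were vehicle with enzyme for no effect and no enzyme for full effect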
HIV fusion peptide – inhibitors of HIV fusion peptide binding, primary screen, biochemical, uHTS, fluorescence dequenching (AID 1986); hit rate 0.3% among 290,000; cell-free peptide binding, fluorescence dequenching, 30 min; higher % means a stronger effect; inhibition, % at 20 µM, or IC50 in µM where a hit was titrated; in the data active means inhibition mostly above about 52%, no sharp cut-off; inactive means mostly below about 76%; further: some results filed as inactive read as strong as hits
KOR beta-arrestin-2 – KOR antagonists, beta-arrestin recruitment, cell-based, luminescence, uHTS (AID 1778); KOR beta-arrestin recruitment, luminescence, antagonist mode; higher % means a stronger effect; inhibition, % at 10 µM; hits with a dose series show IC50 in µM; hit rate 0.091% among 290,000; further: strong numbers were not always called active
NOD1 NF-kB reporter – inhibition of NOD1-driven NF-kB reporter – cell-based, luminescence, uHTS, primary screen (AID 1578) | NOD1-driven NF-kB luciferase reporter cells, luminescence; higher % means a stronger effect | inhibition, % at 4 µM; hits with a dose series show EC50 in µM | hit rate 1% among 290,000; in the data active means inhibition mostly above about 36%, no sharp cut-off; inactive means mostly below about 34%;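 further: HEK-293T reporter cells stimulated with the NOD1 agonist gamma-tri-DAP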
Myeloid diff MLP GFP+ MAC1+ % – second read-out of Myeloid diff MLP, no call of its own (marks repeat the call); GFP+ MAC1+ double positive, %; measured here: differentiation confirmed by MAC1 staining
* marks the source's active call; other numbers are inactive results; i = inactive; · = no result given; [ ] = another dose, or the depositor's remark. Unless noted, no stated cut-off is given here; in the data, active means inhibition above about 50%; inactive means the rest. The list is partial; rates above refer to the full screens.

SMILES	Siah-1 displacement	KOR beta-arrestin-1	Myeloid diff MLP	Myeloid diff MLP GFP+ MAC1+ %	Salmonella PhoP GFP	NOD2 inhibition	LYP phosphatase	HIV fusion peptide	KOR beta-arrestin-2	NOD1 NF-kB reporter
Cc1ccc(S(=O)(=O)C2(C(=O)NC3CCCCC3C)CC2)cc1 (stereo not given)	5%	2.4%	i	0.4	0%	0%	-7%	0.6%	13%	-21%
Cc1cc(C)c(C(N)=O)c(Nc2ccc(F)cc2)n1	10%	-7.2%	i	0.4	-1%	9%	-3%	0.8%	-11%[20 µM]	-32%
CC(C)N1CC(O)=C(c2ccccc2)C1=N	2%	-3.8%	i	12	-12%	-9%	-4%	-1.0%	-6%	5%
CCc1ccc(N2Cc3ccccc3C2)cc1	-6%	·	i	1.0	2%	-68%	-5%	-0.4%	-6%	1%
Cc1sc2ncn(CC(=O)Nc3cccc(S(N)(=O)=O)c3)c(=O)c2c1-c1ccccc1	18%	1.7%	i	0.6	-14%	17%	-3%	0.4%	8%	-5%
CCCCNC(=O)CSc1nc2n[nH]c(C)c2c(=N)n1-c1cccc(Cl)c1C	3%	4.2%	i	4.5	5%	6%	7%	4.2%	0%	-15%
C=C(C)c1cccc(C(C)(C)NC(=O)N2CCCC2)c1	-1%	-0.5%	i	1.0	3%	9%	-2%	-0.7%	-13%	10%
CCN(CC)CC1(O)CCN(C(=O)c2ccc(Cl)c(Cl)c2)CC1	1%	-1.3%	i	0.2	0%	-12%	-5%	-1.4%	-16%	-34%
CCC(C)Cn1c(C)nc2ccccc21 (stereo not given)	3%	10%	i	0.6	5%	·	-5%	-3.7%	-15%	·
CCOc1ccc(NC(=O)N2CCCC2C(=O)NCc2ccco2)cc1 (stereo not given)	4%	-0.2%	i	0.5	-2%	-1%	-4%	1.3%	-7%	-16%
COc1ccc(CCN(C(=S)Nc2ccccc2)C2CC(=O)N(c3ccccc3)C2=O)cc1 (stereo not given)	0%	3.9%	i	0.9	-8%	-60%	9%	5.2%	-33%	-64%
COCCn1c(SCC(=O)Nc2cc(C(C)(C)C)nn2-c2ccccc2)nc2ccccc2c1=O	1%	9.8%	i	0.2	3%	-6%	-8%	2.2%	-4%	-20%
O=C(CCS(=O)(=O)c1ccccc1)Nc1nc2cc3c(cc2s1)OCCO3	-1%	1.9%	i	0.3	0%	9%	-7%	-3.4%	28%	48%
CCC(=O)N(Cc1ccco1)c1nc(C(=O)Nc2ccc(Cl)cc2)c(C)s1	9%	6.4%	i	0.3	13%	1%	12%	68%	-5%	-23%
O=C(c1ccc(Cn2cc([N+](=O)[O-])cn2)o1)N1CCCCCC1	-4%	-5.6%	i	2.8	-4%	1%	-6%	-1.6%	22%	16%
CCOc1ccc(-c2nnn(CC(=O)N3CCCC3)n2)cc1OCC	-1%	9.1%	i	1.2	-1%	0%	-4%	0.5%	-46%	-30%
O=C(CSc1nc2[nH]ncc2c(=O)n1-c1ccccc1)NCCc1ccccc1	-4%	-5.7%	i	0.7	-9%	-5%	-2%	-1.5%	7%	10%
COc1ccc(C(=O)N/N=C/c2cccc3cccnc23)cc1	-1%	-0.9%	i	1.4	-23%	14%	1%	-0.1%	23%	-15%
O=C(CCn1c(=O)oc2ccccc21)NC1=NCCS1	2%	4.8%	i	7.1	4%	18%	-1%	-1.8%	17%	-25%
Cc1cccc(C)c1OC(=O)CSc1nnc(-c2ccccc2)o1	14%	-1.8%	i	0.4	2%	-8%	-2%	2.1%	13%	-16%
CC(=O)n1cc(C2C(=O)CCCC2=O)c2ccccc21	0%	16%	i	5.6	-3%	6%	-5%	-1.4%	13%	0%
O=C(NC1CCCC1)C1CCC(=O)N1C1CCCC1 (stereo not given)	2%	2.8%	i	1.8	1%	6%	-16%	-2.9%	10%	9%
CCOC(=O)N1CCN(CC(O)COc2c(C)cccc2C)CC1 (stereo not given)	-4%	-2.4%	i	1.1	1%	10%	-9%	-1.6%	-21%	25%
COc1ccc(C(=O)N2c3ccccc3C(=O)OC2c2ccc3c(c2)OCO3)cc1 (stereo not given)	-1%	-2.0%	i	0.6	0%	-13%	6%	-1.9%	4%	-10%
O=C(Cc1ccccc1F)NC1CCCc2ccccc21 (stereo not given)	-2%	-1.0%	i	0.4	-2%	1%	-9%	-0.9%	-32%	-23%
FC(F)(F)c1cccc(Cc2noc(CN3CCSCC3)n2)c1	13%	0.6%	i	0.2	-6%	-9%	-5%	0.8%	-33%	-28%
CCN(CCCNC(=O)COc1cc(=O)n(CC)c2ccccc12)c1ccccc1	116%	-4.8%	i	0.6	-1%	2%	2%	-1.0%	-16%	-29%
CCC(C)Sc1nc2c(c(=O)[nH]c(=O)n2C)n1Cc1ccc(Cl)cc1 (stereo not given)	-2%	23%	i	1.6	1%	10%	-4%	0.2%	-23%	39%
O=C(c1cccc([N+](=O)[O-])c1)c1cc2ccccc2o1	-1%	-0.8%	i	0.4	-15%	10%	3%	1.3%	·	-31%
O=C(NCc1cccs1)c1nc(-c2cccs2)no1	2%	-3.2%	i	0.4	-1%	-50%	12%	1.4%	0%	-29%
CC1Cc2nc(SCC(=O)Nc3ccccc3F)n(C)c(=O)c2S1 (stereo not given)	3%	-4.0%	i	0.5	11%	8%	-1%	-1.3%	6%	6%
CN1CCC/C1=C/C=C1\SC(=S)NC1=O	3%	-9.7%	i	0.6	-26%	-29%	6%	151%	48%	-49%
Cc1nc2ccc(NC(=O)Cc3ccccc3F)cc2s1	-6%	-6.2%	i	0.9	3%	-63%	-7%	-0.7%	-34%[20 µM]	-36%
COC(=O)CCCC1=CC2=C(c3ccccc3)C(=O)C(C)(OC(=O)C3CCCC3)C(=O)C2=CN1Cc1ccc(OC)cc1 (stereo not given)	-7%	-2.5%	i	1.1	7%	2%	-5%	-2.5%	26%	-10%
Cc1cccc(OCc2nnc3n2CCCCC3)c1	1%	-3.1%	i	1.5	12%	-4%	-3%	-2.1%	9%	-19%
CCCn1c(=O)c(C(=O)c2ccccc2)nc2ccccc21	2%	1.6%	i	1.8	13%	8%	-7%	-0.6%	24%	0%
COc1cc(NC(=O)c2cccnc2SC)cc(OC)c1OC	8%	5.6%	i	0.3	-1%	3%	1%	0.5%	-49%	-53%
Cc1cc(C)nc(N2CCCC(C(=O)NCc3cccs3)C2)n1 (stereo not given)	1%	-0.1%	i	0.7	11%	-8%	1%	2.0%	0%	-3%
COc1cc(CN2CCN(CCOCCO)CC2)cc(OC)c1OC	1%	-2.8%	i	7.5	0%	9%	-7%	5.6%	2%	-5%
COc1ccc(-c2nn(-c3ccccc3)cc2/C=C\C(=O)Nc2ccc(C(=O)O)cc2)cc1	22%	-14%	i	0.4	-7%	36%	10%	18µM*	-68%[20 µM]	-23%
c1cncc(-c2nc(-c3ccc4c(c3)OCO4)cs2)c1	3%	4.1%	i	1.0	-5%	-56%	-3%	-2.3%	12%	-25%
COc1ccc(Nc2nc(N)c([N+](=O)[O-])c(N3CCCC3)n2)cc1	4%	-0.4%	i	1.1	-7%	14%	-4%	-0.1%	-25%	1%
CCOC(=O)Cc1csc(NC(=O)COc2ccc(N(C)S(=O)(=O)c3cccs3)cc2)n1	0%	-11%	i	1.1	-10%	30%	-6%	0.1%	2%	36%
CN(C)C(=O)NC(Nc1cccc([N+](=O)[O-])c1)C(Cl)(Cl)Cl (stereo not given)	-1%	-5.1%	i	0.2	4%	0%	-9%	0.6%	16%	-15%
CCSc1nnc(NC(=O)c2cnccn2)s1	1%	14%	·	·	·	4%	-1%	0.0%	18%	-18%

Entries listed so far printed as active in HIV fusion peptide.
smiles	Siah-1 displacement	KOR beta-arrestin-1	Myeloid diff MLP GFP+ MAC1+ %	Salmonella PhoP GFP	NOD2 inhibition	LYP phosphatase	HIV fusion peptide	KOR beta-arrestin-2	NOD1 NF-kB reporter
COc1ccc(-c2nn(-c3ccccc3)cc2/C=C\C(=O)Nc2ccc(C(=O)O)cc2)cc1	22%	-14%	0.4	-7%	36%	10%	18µM*	-68%[20 µM]	-23%

(list continues)
SMILES	Siah-1 displacement	KOR beta-arrestin-1	Myeloid diff MLP	Myeloid diff MLP GFP+ MAC1+ %	Salmonella PhoP GFP	NOD2 inhibition	LYP phosphatase	HIV fusion peptide	KOR beta-arrestin-2	NOD1 NF-kB reporter
Cc1nn(C)c(C)c1/C=N/NC(=O)CCn1cc([N+](=O)[O-])cn1	2%	0.0%	i	0.3	6%	8%	-8%	2.5%	29%	-8%
COc1ccc(-n2ccnc(SCC(=O)NC3CCCCC3)c2=O)cc1	-4%	-1.9%	i	0.8	-1%	0%	-1%	1.7%	-5%	22%
COc1ccc(CNC(=O)[C@H](C)NC(=O)C2CCN(S(=O)(=O)c3ccc(C)cc3)CC2)cc1	2%	-1.6%	i	1.2	-5%	-5%	-1%	-2.2%	20%	-17%
Cc1ccc(-c2cc(C(F)(F)F)n3nc(C(=O)Nc4ccon4)cc3n2)cc1C	18%	6.9%	i	0.4	-12%	20%	-12%	-1.0%	-108%	0%
O=C(NCc1cccc(CNC(=O)C(=O)NCC2CCCO2)c1)C(=O)NCC1CCCO1 (stereo not given)	2%	0.4%	i	0.4	0%	14%	-8%	-0.5%	-24%	-34%
COC(=O)c1ccc(NC(=S)NNC(=O)c2ccccc2)cc1	-4%	-1.3%	i	0.5	-5%	-15%	-2%	-1.1%	-6%[20 µM]	-28%
COc1cc(C(=O)NNC(=O)c2ccc(NC(=O)C(C)(C)C)cc2)cc(OC)c1OC	-4%	·	i	0.4	-10%	-5%	-9%	0.1%	-61%[20 µM]	-49%
O=C1N=C(N2CCCCC2)S/C1=C/C1=Cc2ccccc2OC1	15%	0.5%	i	0.3	-6%	-26%	3%	-2.7%	-8%	-50%
COc1ccc(OC)c(CNC(=O)C2CCC(=O)N2C(C)C)c1 (stereo not given)	0%	-2.0%	i	0.7	-9%	4%	-8%	-1.5%	4%	1%
CCOC(=O)N1CCN(CC(=O)c2ccc3c(c2)CCN3)CC1	3%	2.8%	i	6.4	21%	8%	-2%	0.1%	-38%	-2%
CCc1ccc(C(=O)NC(=S)Nc2ccc(N3CCOCC3)cc2)cc1	0%	-6.1%	i	0.6	-2%	26%	11%	0.5%	3%	-2%
NNc1nc2ccccc2c(=O)n1Cc1ccccc1	-2%	-0.7%	i	0.5	4%	-3%	-8%	-0.8%	-36%	-52%
Cc1ccccc1Nc1nnc(-c2ccc(C(=O)NCCO)cc2)c2ccccc12	-2%	8.8%	i	0.3	-4%	-2%	2%	0.2%	-10%	-11%
CCOC(=O)N1CCN(S(=O)(=O)c2ccc(-n3cnnn3)cc2)CC1	1%	-2.1%	i	1.5	-6%	-4%	-13%	-1.3%	-44%	15%
O=C(C(Cl)c1ccccc1)N1CCCC1 (stereo not given)	-2%	1.1%	i	1.9	-3%	5%	-13%	-2.2%	-55%	12%

Assay outcomes deposited in PubChem by several laboratories.
